AmpC no deterg – qHTS Inhibitors of AmpC Beta-Lactamase (assay without detergent); P00811; AmpC nitrocefin hydrolysis, absorbance 480 nm, 0.0001% Triton; Potency, µM (highest dose often 57.1 µM), for inactives: at the top dose activity change, negative = inhibition, most hits filed as inhibitors; 0.52% of 330,000 active; AID 485341, 2010;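 also: potency is read from the fitted curve at half-maximal effect; plate controls were no compound for no effect and no enzyme for full effect; nearly all actives have a fitted effect of over 20% in size; some results filed as inactive show a strong effect at the top dose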
Target sequence (P00811 whole entry, looked up): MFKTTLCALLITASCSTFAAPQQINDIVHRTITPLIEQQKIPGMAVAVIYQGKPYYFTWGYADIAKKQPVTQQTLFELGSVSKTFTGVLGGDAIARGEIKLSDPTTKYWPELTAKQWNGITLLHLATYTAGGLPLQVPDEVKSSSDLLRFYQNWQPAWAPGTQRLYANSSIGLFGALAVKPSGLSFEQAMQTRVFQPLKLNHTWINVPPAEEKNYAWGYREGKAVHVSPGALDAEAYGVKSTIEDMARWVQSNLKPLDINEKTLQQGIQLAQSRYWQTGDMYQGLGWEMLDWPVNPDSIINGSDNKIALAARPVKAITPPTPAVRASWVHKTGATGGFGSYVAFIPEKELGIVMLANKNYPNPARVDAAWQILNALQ
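AmpC (5.3 nM in the dispensed reagent) in 20 mM phosphate pH 7.0 with 0.01% (detergent screen) or 0.0001% Triton X-100 was preincubated with compounds for 15 min at room temperature. Nitrocefin was then added from an 800 uM solution, and hydrolysis was followed at 480 nm.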
AmpC inh detg – qHTS Inhibitors of AmpC Beta-Lactamase (assay with detergent). AmpC hydrolysis of nitrocefin, absorbance 480 nm, 0.01% Triton. 0.041% of 370,000 active. Potency, µM (doses to about 114 µM), for inactives: at the highest dose activity change, negative = inhibition, hits mostly inhibitors. P00811;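 also: potency is read from the fitted curve at half-maximal effect; 0% = no-compound wells and -100% = no-enzyme wells; nearly all actives have a fitted effect of over 25% in size; some results filed as inactive show a strong effect at the top dose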
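20 mM phosphate pH 7.0 + 0.01% (detergent screen) or 0.0001% Triton X-100; 5.3 nM AmpC reagent; cpd preinc 15 min RT; nitrocefin (800 uM stock) to start; A480 q20 s × 4 min; Activity was normalised to no-enzyme and no-compound control wells.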
LmPK inh – qHTS Assay for Inhibitors of Leishmania Mexicana Pyruvate Kinase (LmPK) | Q27686 | purified LmPK, Kinase-Glo ATP luminescence, 1 h | Potency, µM (titrated, usually from 57.5 µM), without a hit: at the highest dose activity change, negative = inhibition, hits mostly inhibitors | 0.37% of 290,000 active | AID 1721, 2009; also: potency is read from the fitted curve at half-maximal effect
Target sequence (Q27686 whole entry, looked up): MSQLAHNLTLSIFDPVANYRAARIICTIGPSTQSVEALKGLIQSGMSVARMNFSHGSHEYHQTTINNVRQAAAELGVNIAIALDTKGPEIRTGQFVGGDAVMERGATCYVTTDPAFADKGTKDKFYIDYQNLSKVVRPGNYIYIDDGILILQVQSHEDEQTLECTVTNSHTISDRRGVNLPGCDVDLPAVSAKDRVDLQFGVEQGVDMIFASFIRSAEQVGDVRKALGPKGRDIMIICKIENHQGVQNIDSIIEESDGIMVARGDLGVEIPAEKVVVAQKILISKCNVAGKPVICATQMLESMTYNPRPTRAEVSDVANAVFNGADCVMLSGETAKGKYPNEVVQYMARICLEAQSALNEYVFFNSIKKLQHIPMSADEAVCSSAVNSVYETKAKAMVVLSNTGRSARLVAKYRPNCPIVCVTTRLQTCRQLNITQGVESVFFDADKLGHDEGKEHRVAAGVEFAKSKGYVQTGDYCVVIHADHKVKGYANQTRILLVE
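0.1 nM LmPK, 0.5 mM PEP, 0.1 mM ADP; 50 mM imidazole pH 7.2, 7 mM MgCl2, 50 mM KCl; 1 h RT. Kinase-Glo luminescence readout, normalized to no-enzyme (full inhibition) and uninhibited wells.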
AMA1 RON2 block – qHTS for Inhibitors of AMA1-RON; Towards Development of Antimalarial Drug Lead: Primary Screen | Plasmodium falciparum AMA1 (3D7) - RON2 peptide interaction | AlphaScreen AMA1-biotinylated RON2 peptide binding | Potency, µM (doses to about 58.2 µM), for the others: at the highest dose activity change, negative = inhibition, most hits filed as inhibitors | 0.2% of 360,000 active | AID 720542, 2013;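 also: potency is read from the fitted curve at half-maximal effect; 0% = vehicle wells and -100% = peptide control; nearly all actives have a fitted effect of over 45% in size; some results filed as inactive show a strong effect at the top dose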
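AMA1 (3D7) with his tag at 25 nM final met compounds first, then biotinylated RON2 peptide at 25 nM; detection used donor plus acceptor beads, 10 µg/mL apiece, read by AlphaScreen after 30 min at room temperature.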
HCMV antiviral – qHTS Assay for inhibitors of the human cytomegalovirus (HCMV); HFF cells, HCMV-luciferase reporter, 72 h; hits give low values; activity change, negative = inhibition, % at 57.5 µM; 4.5% of 410,000 active; AID 1259415, 2018; in the data active = activity change below about -60%; inconclusive = no clear call, values can overlap the other calls; inactive = above about -39%
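Two-dose cell screen: HFF monolayers treated with compounds and infected with luciferase-expressing HCMV at 1 PFU/cell, 72 h at 37C, then lysed for luciferase measurement.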
TbPYK inhibitor – qHTS of Trypanosoma Brucei Inhibitors; pyruvate kinase (Trypanosoma brucei), Q57TT1; TbPYK enzyme, Kinase-Glo Plus ATP luminescence, 45 min; Potency, µM (highest dose often 76.8 µM), without a hit: top-dose activity, negative = inhibition, actives largely listed as inhibitors; 0.12% of 410,000 active; also: potency is read from the fitted curve at half-maximal effect; nearly all actives have a fitted effect of over 50% in size
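Luminescence from Kinase-Glo Plus, added after a 45-minute room-temperature reaction, served as the end-point read-out. The enzyme and substrate were preincubated with compound before ADP (130 uM final) initiated turnover. Concentration-effect curves came from normalized qHTS data.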
Sm TGR block – qHTS Assay for the Inhibitors of Schistosoma Mansoni Peroxiredoxins; Schistosoma mansoni thioredoxin glutathione reductase (TGR), Q962Y6; purified TGR, DTNB reduction, TNB absorbance 405 nm; Potency, µM (titrated, usually from 114 µM), for inactives: at the highest dose activity change, negative = inhibition, most hits filed as inhibitors; 3% of 360,000 active; also: potency is read from the fitted curve at half-maximal effect; nearly all actives have a fitted effect of over 60% in size
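Kinetic colorimetric format: TGR-catalysed, NADPH-driven DTNB reduction monitored via TNB absorbance. Enzyme dispensed at 20 nM; compound exposure 15 min at room temperature before reaction start.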
An asterisk follows results filed as active; ? = inconclusive; / = not tested or not shown; & = joins results of further samples; [ ] = another dose, or the depositor's remark. Unless noted, calls follow the shape of the dose curve; as a rule, active = well fitted curve in the direction sought with a large enough effect; inconclusive = small, poorly fitted or top-dose-only effect, or another doubt; inactive = no such curve, though single readings can be large; an effect the other way counts as inactive or inconclusive. Unless noted, % is scaled to controls: 0 for no effect and ±100 for the full control effect. Rows are unselected; 7.4% or so of the library scored in one or more.

Molecule	AmpC no deterg	AmpC inh detg	LmPK inh	AMA1 RON2 block	HCMV antiviral	TbPYK inhibitor	Sm TGR block
CCOC(=O)c1sc(N(Cc2ccccc2)C(=O)CN2C(=O)CN(C)C2=O)nc1C	123%[activator]	-8%	0%	1%	3	-2%	-21%
COc1ccc(-c2nc(CS(=O)CC(=O)NC3CCCCCC3)c(C)o2)cc1 (stereo not given)	70%[activator]	?	-2%	-11%	-37	-2%	40µM*
CN(Cc1ccco1)c1ncnc2ccc(-c3ccc4c(c3)OCO4)cc12	34%&4%	-14%&0%	/	/	33	-3%	-7%&-8%
COc1ccc(NC(=O)COC(=O)c2cccc(S(=O)(=O)N(C)C)c2)cc1	-2%	-6%	7%	-2%	-2	1%	0%
COc1ccc(-c2nn(-c3ccccc3)cc2C(=O)NC(=S)Nc2cc(Cl)ccc2Cl)cc1	-28%	-3%	5%	3%	0	-7%	-15%
CC1CCN(c2cc(Br)c([N+](=O)[O-])cc2F)CC1	-27%	5%	2%	-7%	11	-8%	7%
COC(=O)C1=C(c2ccc(C(C)=O)cc2)C[C@@H]2CC[C@H]1N2C(=O)NCCNC(C)=O	-5%	0%	/	1%	?	1%	-24%
COc1ccc(C(CNC(=O)c2ccc(-c3ccccc3Cl)o2)N2CCCC2)cc1 (stereo not given)	/	/	/	23%	-18	-13%	/
CCc1ccc(CN2CCN(Cc3ccc(SC)cc3)CC2)cc1	33%	-13%	-6%	13µM*	?	19%	-1%
Cc1ccc(NC(=O)C(C)C(=O)Nc2ccc(C)cc2)cc1	-15%	1%	4%[11.5 µM]	-9%	23	4%	4%
COc1cccc(C=NNc2ccc([N+](=O)[O-])cn2)c1OC	/	/	/	8%	5	-14%	/
Cc1cc(NC(=O)c2cccc(C)c2[N+](=O)[O-])no1	-10%	-11%	-1%	8%	2	-3%	-9%
COc1cccc(NC(=S)N2CCN(S(=O)(=O)c3ccccc3)CC2)c1	-9%	-4%	0%	6%	?	-8%	0%
O=S(=O)(N/N=C/c1ccccc1F)c1ccccc1	-12%	-3%	5%	1%	-10	-18%	-3%
COc1ccc(-c2nn(-c3ccccc3)cc2/C=C/C(=O)OCC(=O)Nc2ccccc2C#N)cc1	-21%	9%	0%	0%	-23	4%	7%
Cc1cc(NC(=O)c2ccc(C)c([N+](=O)[O-])c2)no1	-13%	1%	-3%	13%	14	-8%	-3%
CCCCN(C(=O)CSCc1c(C)noc1C)c1c(N)n(CCC)c(=O)[nH]c1=O	3%	-3%	-8%	29%	95	-15%	-10%
CC(C)Cn1c(Br)nc2c1c(=O)n(CCC#N)c(=O)n2C	0%	4%	-1%	-2%	1	4%	-4%
COc1ccc(Cn2c(C(=O)O)c(CNC3CCCCCC3)c3ccc(OC)cc32)cc1	/	6%	/	/	-100*	-5%	26%
CCOc1ccc2nc(N3CCCC(C(=O)Nc4cc(C)ccc4C)C3)sc2c1 (stereo not given)	/	-6%	/	/	69	6%	-4%

An excerpt from above, limited to HCMV antiviral, AMA1 RON2 block and AmpC no deterg:
compound	HCMV antiviral	AMA1 RON2 block	AmpC no deterg
Cc1ccc(NC(=O)C(C)C(=O)Nc2ccc(C)cc2)cc1	23	-9%	-15%
COc1cccc(C=NNc2ccc([N+](=O)[O-])cn2)c1OC	5	8%	/

Some values from the entries so far:
`COc1ccc(NC(=O)COC(=O)c2cccc(S(=O)(=O)N(C)C)c2)cc1` | LmPK inh: 7%
`Cc1ccc(NC(=O)C(C)C(=O)Nc2ccc(C)cc2)cc1` | LmPK inh: 4%[11.5 µM]
`CCCCN(C(=O)CSCc1c(C)noc1C)c1c(N)n(CCC)c(=O)[nH]c1=O` | LmPK inh: -8%

The list continues:
Molecule	AmpC no deterg	AmpC inh detg	LmPK inh	AMA1 RON2 block	HCMV antiviral	TbPYK inhibitor	Sm TGR block
COc1cc(N=Cc2c(O)[nH]c3ccccc23)cc(OC)c1OC	-3%	-7%	3%	-6%	75	0%	-6%
CCN(CC)S(=O)(=O)c1cccc(NC2=NCCCCC2)c1	-23%	1%	-6%	-5%	25	-2%	-1%
CC(O)CNCCNCc1c(OCc2ccccc2)ccc2ccccc12 (stereo not given)	64%[activator]	7%	2%	3%	-38	-10%	-1%
COc1ccc(OC)c(C(=O)N(C)C2CCCN(Cc3ccccc3F)C2)c1 (stereo not given)	16%	-5%	5%	-11%	-14	8%	-1%
COc1nc(-c2ccccc2)nc(C)c1CC(=O)O	-12%	1%	2%	-10%	-28	-5%	-1%
N#CCC(=O)Nc1ccc(C(=O)Nc2ccc3c(c2)OCO3)cc1	-40%	?	/	0%	-8	-3%	-8%
N#Cc1ccccc1Cn1c(-c2cscn2)nc2ccccc21	-16%	-6%	5%	9%	-26	-5%	-19%
CN(C)S(=O)(=O)c1cc(NC(=O)COC(=O)c2nc(Cl)ccc2Cl)ccc1Cl	-28%	/	/	10%	0	-1%	/
O=C1CN(C(=O)Nc2ccccc2Cl)C(c2ccccc2)c2c(sc3c2CCCC3)N1 (stereo not given)	/	-3%	/	/	-36	-3%	3%
O=C(OC1CC2CC1[C@H]1CCCCN1C2=O)N1CCN(C(=O)c2ccccc2)CC1 (stereo not given in full)	/	/	/	1%	14	6%	/
Cn1c(=O)c(C(=O)Nc2ccccc2S(N)(=O)=O)c(O)c2ccccc21	25%	-6%	1%	97%[activator]	-1	6%	-4%
COc1cc(CNCCO)ccc1OCC(=O)Nc1ccc(Br)cc1	-2%	?	1%	-5%	55	2%	6%
CC1(C)CC2CC(C)(CN2S(=O)(=O)c2ccc(F)cc2F)C1 (stereo not given)	5%	0%	/	13%	-18	8%	-8%
O=C(Nc1cccc(C(F)(F)F)c1)Nc1ccc2[nH]c(=O)[nH]c2c1	-13%	-1%	-2%	-5%	2	0%	-14%
COc1cc(N2CCCC2)c(OC)cc1/C=C(/C#N)c1ccc(Br)cc1	-15%	1%	1%	22%	-15	-5%	-2%
O=C(CN(Cc1ccccc1)S(=O)(=O)c1ccccc1)NC1CC1	-18%	-6%	-4%	1%	-28	0%	3%
Cc1ccccc1CN1C(=O)C(C)S/C1=N/N=C/c1ccco1 (stereo not given)	-14%	-5%	5%	-22%	-22	-10%	25µM*
Cc1ccc2c(c1)C(=O)OC(C(=O)Nc1ccc(C(=O)O)cc1)C2 (stereo not given)	/	4%	/	/	-7	4%	1%
CCCc1cc(Nc2cccc(OC)c2)n2ncnc2n1	?	4%	-7%	4%	15	-6%	2%
COc1ccc(CCN(C)Cc2ccc(F)cc2F)cc1OC	4%	1%	-7%	-8%	-21	-1%	0%

More results follow:
Sequence of screens – AmpC no deterg, AmpC inh detg, LmPK inh, AMA1 RON2 block, HCMV antiviral, TbPYK inhibitor, Sm TGR block
COc1ccc(S(=O)(=O)N2CCC(C(=O)N3CCOCC3)CC2)cc1Cl
  7%, 2%, 1%, -2%, -25, -4%, -14%
COC(=O)c1c(SCC(=O)Nc2cccc(C(F)(F)F)c2)[nH]c2ccccc2c1=O
  /, 2%, /, /, 16, -1%, 5%
CCCn1c2ccccc2c2cnn(CC(=O)N(C)c3ccc(F)cc3)c(=O)c21
  /, 4%, /, /, -6, -1%, 0%
CCOC(=O)C1=C(COC(=O)c2ncc(Cl)c(Cl)c2Cl)NC(=O)NC1C (stereo not given)
  1%, ?, /, 18%, -13, 2%, -24%
COc1cc(/C=N/Nc2nc3ccccc3s2)ccc1O
  -30%, 1%, -11%, 32%[activator], 168, -7%, -1%
COc1cc(-c2cc3nc4ccccc4n3c(N)c2C#N)cc(OC)c1OC
  4%, -11%, 3%, 12%, 250, -1%, -1%
CC(C)=C(NC(=O)c1ccccc1)C(=O)Nc1cccc(C)c1
  -16%, 2%, 2%, 7%, 17, -20%, 8%
Cc1nn(C(=O)N2CCOCC2)c(C)c1C
  -20%, 6%, -5%, -10%, 17, 1%, 61%[activator]
O=C(OCn1ncc(Cl)c(Cl)c1=O)c1ccc(C(F)(F)F)cc1
  -13%, ?, 1%, -4%, -86*, 10%, 0%
Cn1cccc1/C=N/NC(=O)c1ccco1
  -12%, 5%, -25%, 0%, 47, -5%, -2%
O=C(Nc1ccc(Br)cc1)C1C2C=CC3(O2)C1C(=O)N(CCN1CCOCC1)C3C(=O)NC1CCCCC1 (stereo not given)
  15%, -11%, 0%, -6%, 38, 8%, -5%
COC(=O)c1[nH]c(C)c(/C(O)=C2\C(=O)C(=O)N(CCN(C)C)C2c2cc(OC)ccc2OC)c1C (stereo not given)
  -8%, ?, 4%, 12%, -2, 6%, -30%
CC1CC(C)(C)NC(=S)N1CCC(=O)NCc1ccc(F)cc1 (stereo not given)
  -19%, 0%, 1%, -13%, 6, -3%, 4%

Quoted at random: 3 compounds from above, in no set order.
Sequence of screens – AmpC no deterg, AmpC inh detg, LmPK inh, AMA1 RON2 block, HCMV antiviral, TbPYK inhibitor, Sm TGR block
CCCCN(C(=O)CSCc1c(C)noc1C)c1c(N)n(CCC)c(=O)[nH]c1=O
  3%, -3%, -8%, 29%, 95, -15%, -10%
COc1nc(-c2ccccc2)nc(C)c1CC(=O)O
  -12%, 1%, 2%, -10%, -28, -5%, -1%
N#Cc1ccccc1Cn1c(-c2cscn2)nc2ccccc21
  -16%, -6%, 5%, 9%, -26, -5%, -19%
